NCI-60 one-dose screen, 48 h, at 10 µM unless noted. Numbers give growth in % (100 = growth as untreated, 0 = no growth, -100 = all killed).
PC-3 = PC-3 prostate cancer cells; actives 3.9% (n = 80,000); AID 1794754
SNB-19 = SNB-19 CNS cancer cells | actives 2.5% (n = 81,000)
DU-145 = DU-145 prostate cancer; AID 1794760; actives 4.2% (n = 81,000)
SF-295 = SF-295 CNS cancer cells. actives 5.6% (n = 79,000). AID 1794758
U251 = U251 CNS tumor cells; AID 1794753; actives 5.4% (n = 80,000)
SF-268 = SF-268 CNS cancer cells; actives 3.1% (n = 82,000); AID 1794759
OVCAR-8 = OVCAR-8 ovarian cancer. actives 4.4% (n = 81,000)
SF-539 = SF-539 CNS cancer. AID 1794752. actives 6.8% (n = 81,000)
* hit, by the source's call; nt = no result given; & = joins results of further samples; [ ] = remark or other dose. Rule for the calls: active = growth percent below 10; inactive = the rest.

SMILES	PC-3	SNB-19	DU-145	SF-295	U251	SF-268	OVCAR-8	SF-539
COc1ccc(-c2nnc3n(C)c(=O)c4ccccc4n23)cc1N	22	31	33	11	24	56	34	-5.9*
c1ccc2c(c1)nc(-c1cscn1)n2Cc1ccc(-c2nn[nH]n2)cc1	56	112	98	103	97	97	104	107
O=C1NC(=O)C(=Cc2cn(Cc3cn(Cc4ccc(Cl)cc4Cl)nn3)c3ccccc23)C(=O)N1	90	88	99	90	91	85	83	93
O=C1Nc2ccccc2C1=NCCN1CCOCC1	98	97	109	107	105	101	102	100
CC1CCN(S(=O)(=O)c2ncsc2-c2ccccc2)CC1	81	83	92	31	58	83	101	44
O=C(Cn1cc(CN2CCOCC2)nn1)Nc1ccc2c(ccn2Cc2ccccc2)c1	97	103	104	93	98	98	99	101
Cc1ccc(NC(=O)N(C)C)cc1NC(=O)N(C)C	96	100	98	114	nt	101	99	99
OC1(C#CC#CC2(O)CCCCC2)CCCCC1	89	95	106	107	99	97	92	nt
Cc1nc(NC(=O)C(C)(C)C)sc1[N+](=O)[O-]	95	94	98	99	94	100	93	95
C=C(C)[C@@H]1CC[C@]2(C(=O)OC)CC[C@]3(C)[C@H](CC[C@@H]4[C@@](C)(CCc5nn[nH]n5)[C@H](C(=C)C)CC[C@]43C)[C@@H]12	5.0*[100 µM]	-5.7*[100 µM]	0.5*[100 µM]	-35*[100 µM]	-27*[100 µM]	-23*[100 µM]	7.1*[100 µM]	-65*[100 µM]
COc1cc(-c2conc2-c2ccccc2)c(OC)c2c1OCO2	95	100	104	92	99	85	102	99
COc1ccc(C(Nc2nc(C)cs2)c2cn(C)c3ccccc23)cc1 (stereo unspecified)	58	86	90	77	49	89	35	97
O=C(c1ccc(Cc2n[nH]c(=O)c3cccnc23)cc1)N1CCOCC1	98	99	111	107	111	95	105	102
Nc1nnc(-c2cncc(Br)c2)c(-c2c[nH]c3ccc(Br)cc23)n1	56	60	86	74	63	77	60	52
O=S(=O)(NS(=O)(=O)c1ccc(Cl)cc1)c1ccc(Cl)cc1	107	107	110	106	113	106	105	95
C=CCO[C@H]1CO[C@H]2[C@@H]1OC[C@@H]2Oc1ccc(Nc2ncnc3ccsc23)cc1Cl	87	96	94	80	90	99	96	92
CCOC1=C(c2ccccc2)Oc2ccccc2-n2c(C#N)c3ccccc3c21	89	100	108	99	95	104	97	101
CCOC(=O)C(Cc1ccc(OC)cc1)C(=O)OCC	47	42	-35*	30	37	30	26	20
N#Cc1c(-c2ccco2)nc(N2N=C(c3ccccc3)CC2c2ccc(F)cc2)[nH]c1=O (stereo unspecified)	92	99	103	103	92	85	95	105
CCCCNC(=O)Oc1ccc(C(=O)OCCC)cc1	101	95	108	103	nt	104	nt	101
CC12CCC(C(=O)N(c3nccs3)C1=O)C2(C)C (stereo unspecified)	96&96	108&100	107&110	92&116	97&101	100&103	96&100	100&105
C/C(=C(/C)c1ccccc1)c1ccccc1	95	100	108	103	99	97	105	90
O=C(O)CCC(=O)O	93&81&95&106	100&109&100&120	117&109&115&112	121&102&115&104	111&97&110&116	100&104&105&112	106&107&104&116	99&104&105&106
C=CCc1ccccc1C	97	103	116	108	102	nt	104	106
CCOC(=O)c1c(C)oc2ncnc(Nc3ccc(OCc4ccc(Cl)cc4)cc3)c12	100	111	106	98	107	109	107	98
Cc1nc(N)[nH]c(=O)c1CCO	93	106	121	113	108	113	108	102
COc1ccc(-c2cc(C(=O)N3N=C(c4ccc(N)cc4)CC3c3ccc(OC)cc3)c3cc(OC)ccc3n2)cc1 (stereo unspecified)	42	58	80	64	49	55	22	34
O=C(c1ccccc1)c1ccc(O)cc1	95	104	103	102	89	99	98	96
Cc1cc(=O)[nH]c(N2CCCCC2)n1	99	107	111	105	111	98	103	94
COc1ccc2c(-c3nnc(N)o3)cc(=O)oc2c1	98	102	109	97	103	97	105	103
CC(=O)NC(Cc1c[nH]c2ccccc12)C(=O)O (stereo unspecified)	93	105	134	111	108	122	115	110
COc1cc(CN)ccc1O	100	95	91	nt	96	100	102	95
O=c1cc(Cl)[nH]c(=O)[nH]1	98	107	107	101	97	101	104	105
CC(C)C(C(N)=O)c1ccccc1 (stereo unspecified)	98	107	105	97	108	107	106	95
CC12CC[C@@H]3[C@]4(C)COC(c5ccccn5)O[C@@H]4CC[C@@]3(C)[C@@H]1CC(C1=CCOC1=O)O2 (stereo partly specified)	101	101	110	109	104	101	101	98
Cc1c2n(c3ccccc13)Cc1cnnn1C(C(=O)c1ccc(Br)cc1)=C2	77	94	117	106	97	106	101	93
CO[C@@H]1C2=CC=CC=C[C@H]2n2c(=O)n(C)c(=O)n21	90	92	120	100	98	119	108	101
CS(=O)(=O)Nc1ccc(OCc2nnc(-c3ccccc3)o2)c(F)c1	88	97	113	101	100	118	97	101
O=C(Nc1cccc(Cl)c1)Nc1nc2ccc(-c3ccsc3)cc2s1	51	85	81	86	50	101	75	79
O=C(Cn1cnc2c(cc(-c3ccccc3)n2-c2ccccc2)c1=O)Nc1ccc(F)cc1	98	110	103	96	104	99	125	107
COC(=O)CC[C@H](C)[C@H]1CC[C@H]2[C@@H]3CC[C@@H]4C(c5nc6ccc(F)cc6[nH]5)=C(Cl)CC[C@]4(C)[C@H]3CC(=O)[C@]12C	58	93	96	92	62	87	86	86
COc1cccc2nc3n(c12)C(c1c(F)cccc1F)SC3 (stereo unspecified)	81	101	128	100	93	108	103	96
COc1cc(/C=C/C(=O)c2ccc(N3CCN(C)CC3)cc2)ccc1F	61	67	88	92	76	98	89	66
COc1ccc(/C(C)=C(\c2ccc(Cl)cc2)c2ccc(OCCN)cc2)cc1	79	88	87	103	62	89	89	90
CCCCCCCCCCCC(=O)OCCCC	92	106	106	nt	99	103	105	98
CN=C1N[N+]2=CCCCC2(C)S1 (stereo unspecified)	105	101	105	115	nt	105	nt	105
CN1CCN(Cc2ccc(C(=O)Nc3cccc(-c4cn(-c5ccc(S(N)(=O)=O)cc5)nn4)c3)cc2C(F)(F)F)CC1	78	106	104	99	84	87	87	80
CCn1c(Cc2ccccc2Nc2c(Cl)cccc2Cl)nnc1SCC(=O)NN1C(=O)/C(=C/c2ccc(OC)cc2)SC1=S	73	100	105	99	93	100	93	99
OCCCCc1nccc2c1[nH]c1ccccc12	nt	110	114	102	108	105	102	91
CCOC(=O)Cn1c(C)c(/C=N/NC(=O)c2cc3c(ccc4ccccc43)o2)c2ccccc21	10	18	11	19	16	36	16	-14*
CC(C)(C)n1cc(-c2ccnc(NCCCNS(=O)(=O)c3ccc(F)cc3)c2)c(-c2cccc(O)c2)n1	27	71	63	27	51	51	51	28
CC(=O)ON1CCCC(P(=O)(OCOC(=O)C(C)(C)C)OCOC(=O)C(C)(C)C)C1=O (stereo unspecified)	18	-7.7*	11	34	-8.9*	1.9*	-0.7*	11
O=C(CCl)Nc1ccc(Cc2ccc(NC(=O)CCl)cc2)cc1	3.0*	26	32	70	-86*	10	0.5*	-88*
O=C(c1cccnc1)C1Cc2ccccc2C1=O (stereo unspecified)	92	106	117	105	102	100	91	99
c1ccc(CSc2nnc(-c3cc(-c4ccccc4)nc4ccccc34)o2)cc1	44	81	86	88	72	79	nt	93
Fc1ccc2nc(Cl)c(Cn3nnc(Cc4ccccc4)n3)cc2c1	nt	101	102	97	108	95	105	94
OCCC1CCCCN1 (stereo unspecified)	94	101	116	115	101	102	106	95
CCc1cccc(CC)c1-n1nnc(C(=O)c2ccccc2)c1C(=O)OC	78	nt	96	90	90	103	89	95
O=[N+]([O-])c1cccc(OCCOc2cccc([N+](=O)[O-])c2)c1	82	92	116	97	98	107	93	99
N#Cc1c(-c2ccccc2)[nH]c2ncc(-c3ccc(F)cc3)n2c1=O	75	85	96	83	89	97	94	100
More entries follow.
SMILES	PC-3	SNB-19	DU-145	SF-295	U251	SF-268	OVCAR-8	SF-539
O=C(O)C(Cc1ccccc1)N1C(=O)/C(=C/c2cccnc2)SC1=S (stereo unspecified)	nt	103	110	96	100	95	102	94
N#CC1=C(c2ccccc2)Nc2c(c(-c3ccccc3)nn2-c2ccccc2)[C@@]12C(=O)Nc1ccc(Cl)cc12	72	92	93	93	92	89	96	56
NCCCc1nn2c(CCC(=O)c3nc4ncccc4[nH]3)nnc2s1	88	98	112	100	97	98	98	94
Cc1nn(-c2ccc(-c3ccc(OC(F)(F)F)cc3)cc2)c2ncnc(N)c12	94	101	109	106	95	113	113	106
Brc1ccc(Oc2ccc(Br)cc2)cc1	101&103	102&102	102&104	93&96	101&102	102&96	104&101	103&101
Clc1nc(Cl)c2[nH]cc(Cl)c2n1	106	104	111	96	99	104	106	102
Cc1cc(C)nc(C=O)c1	102	107	nt	128	104	133	103	113
CC(=O)Oc1ccc(N2C(=O)C=CC2=O)cc1	86&97	102&106	111&102	101&103	94&96	105&103	99&104	95&97
C=CCCCCCCCCC(C)=O	99	101	104	98	102	105	100	103
C#CC1CC2C3CCC4=CC(=O)CCC4(C)C3CCC2(C)C1N(C)C (stereo unspecified)	91	106	98	116	107	95	100	98
COc1cccc(-c2nn(C(C)(C)C)cc2-c2ccnc(NCCNS(=O)(=O)c3cccc4ccccc34)c2)c1	104	99	106	100	nt	100	100	102
CCCCCCCCCCCCCCCCN=Cc1ccc(Cl)cc1Cl	83	115	110	101	101	98	103	93
O=C1CC(=O)N(C2=NC(c3cccc([N+](=O)[O-])c3)c3sc4ccc(Cl)cc4c3N2)N1 (stereo unspecified)	97	109	115	100	111	106	105	96
COc1cc(C2CC(=O)Nc3c2c(C)nn3-c2nc3ccccc3[nH]2)c(OC)c(OC)c1OC (stereo unspecified)	52	63	54	20	42	51	47	64
COc1ccc(-c2nc(SCCCCC(=O)NO)[nH]c(=O)c2C#N)cc1	102	103	107	115	109	109	102	99

A run of entries of the results above:
SMILES	PC-3	SNB-19	DU-145	SF-295	U251	SF-268	OVCAR-8	SF-539
CC(C)(C)n1cc(-c2ccnc(NCCCNS(=O)(=O)c3ccc(F)cc3)c2)c(-c2cccc(O)c2)n1	27	71	63	27	51	51	51	28
CC(=O)ON1CCCC(P(=O)(OCOC(=O)C(C)(C)C)OCOC(=O)C(C)(C)C)C1=O (stereo unspecified)	18	-7.7*	11	34	-8.9*	1.9*	-0.7*	11
O=C(CCl)Nc1ccc(Cc2ccc(NC(=O)CCl)cc2)cc1	3.0*	26	32	70	-86*	10	0.5*	-88*
O=C(c1cccnc1)C1Cc2ccccc2C1=O (stereo unspecified)	92	106	117	105	102	100	91	99
c1ccc(CSc2nnc(-c3cc(-c4ccccc4)nc4ccccc34)o2)cc1	44	81	86	88	72	79	nt	93
Fc1ccc2nc(Cl)c(Cn3nnc(Cc4ccccc4)n3)cc2c1	nt	101	102	97	108	95	105	94
OCCC1CCCCN1 (stereo unspecified)	94	101	116	115	101	102	106	95
CCc1cccc(CC)c1-n1nnc(C(=O)c2ccccc2)c1C(=O)OC	78	nt	96	90	90	103	89	95
O=[N+]([O-])c1cccc(OCCOc2cccc([N+](=O)[O-])c2)c1	82	92	116	97	98	107	93	99
N#Cc1c(-c2ccccc2)[nH]c2ncc(-c3ccc(F)cc3)n2c1=O	75	85	96	83	89	97	94	100
O=C(O)C(Cc1ccccc1)N1C(=O)/C(=C/c2cccnc2)SC1=S (stereo unspecified)	nt	103	110	96	100	95	102	94
N#CC1=C(c2ccccc2)Nc2c(c(-c3ccccc3)nn2-c2ccccc2)[C@@]12C(=O)Nc1ccc(Cl)cc12	72	92	93	93	92	89	96	56
NCCCc1nn2c(CCC(=O)c3nc4ncccc4[nH]3)nnc2s1	88	98	112	100	97	98	98	94
Cc1nn(-c2ccc(-c3ccc(OC(F)(F)F)cc3)cc2)c2ncnc(N)c12	94	101	109	106	95	113	113	106
Brc1ccc(Oc2ccc(Br)cc2)cc1	101&103	102&102	102&104	93&96	101&102	102&96	104&101	103&101
Clc1nc(Cl)c2[nH]cc(Cl)c2n1	106	104	111	96	99	104	106	102
Cc1cc(C)nc(C=O)c1	102	107	nt	128	104	133	103	113
CC(=O)Oc1ccc(N2C(=O)C=CC2=O)cc1	86&97	102&106	111&102	101&103	94&96	105&103	99&104	95&97
C=CCCCCCCCCC(C)=O	99	101	104	98	102	105	100	103
C#CC1CC2C3CCC4=CC(=O)CCC4(C)C3CCC2(C)C1N(C)C (stereo unspecified)	91	106	98	116	107	95	100	98
COc1cccc(-c2nn(C(C)(C)C)cc2-c2ccnc(NCCNS(=O)(=O)c3cccc4ccccc34)c2)c1	104	99	106	100	nt	100	100	102
CCCCCCCCCCCCCCCCN=Cc1ccc(Cl)cc1Cl	83	115	110	101	101	98	103	93

Screens deposited in PubChem by NCI.
